# GSK3 alpha inh: human GSK-3 alpha kinase inhibition | inhibition, % at 10 µM | 0.1% of 320,000 active | ADP-Glo luminescence, 60 min;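 in the data active = inhibition above about 50%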;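 also: GST-tagged GSK-3 alpha with peptide substrate and 25 µM ATP; 0% = DMSO neutral wells and 100% = GW8510 positive control wells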
# Target sequence (P49840 whole entry, looked up): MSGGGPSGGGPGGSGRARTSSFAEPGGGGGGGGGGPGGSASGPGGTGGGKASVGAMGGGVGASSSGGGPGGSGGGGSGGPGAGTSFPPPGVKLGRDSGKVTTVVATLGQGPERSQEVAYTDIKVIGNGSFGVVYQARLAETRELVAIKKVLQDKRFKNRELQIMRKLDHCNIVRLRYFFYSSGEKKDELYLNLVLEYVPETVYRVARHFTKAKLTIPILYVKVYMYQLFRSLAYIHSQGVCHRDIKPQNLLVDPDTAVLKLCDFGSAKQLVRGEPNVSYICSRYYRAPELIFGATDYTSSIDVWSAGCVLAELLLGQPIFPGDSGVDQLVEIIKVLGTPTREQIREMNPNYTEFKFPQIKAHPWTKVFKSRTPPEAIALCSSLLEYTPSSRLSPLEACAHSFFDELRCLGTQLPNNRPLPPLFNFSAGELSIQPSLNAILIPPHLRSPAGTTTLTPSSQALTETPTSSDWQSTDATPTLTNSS
# KLF5 inh: suppresses KLF5 promoter-driven expression; inhibition, % at 5 µM; DLD-1 KLF5 promoter-luciferase reporter, luminescence; 0.23% of 290,000 active;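 active = inhibition above a per-plate limit of that plate's mean compound inhibition plus 3 SD, cut at about 60% in these data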;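 also: 0% = DMSO wells and 100% = LY294002 at 200 µM; higher means less KLF5 promoter-driven luciferase light; inactives centre near -14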
# HSF1 inhib: HSF1 inhibition. activity change, negative = inhibition, % at 7.5 µM (by protocol). NIH3T3-HGL HSE-luciferase, MG132-induced, luminescence 8 h; active compounds read low. 0.77% of 300,000 active;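 active = more than half of replicate wells show activity change below -50%, luminescence cut by over half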;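 also: luciferase reports HSF-1 transcriptional activity via heat shock element; 0% = median of DMSO wells and -100% = zero luminescence signal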
# GSK3beta inhib: human GSK3beta kinase inhibition; P49841; GST-GSK3beta kinase, ADP-Glo luminescence, 60 min; active compounds read low; activity score (negative = inhibition), % at 10 µM; 0.038% of 300,000 active; AID 2097;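 active = more than half of replicate wells score below -50%, meaning over 50% inhibition versus plate controls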;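 also: 0% = median DMSO wells and -100% = median GW8510 positive control wells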
# Target sequence (P49841 whole entry, looked up): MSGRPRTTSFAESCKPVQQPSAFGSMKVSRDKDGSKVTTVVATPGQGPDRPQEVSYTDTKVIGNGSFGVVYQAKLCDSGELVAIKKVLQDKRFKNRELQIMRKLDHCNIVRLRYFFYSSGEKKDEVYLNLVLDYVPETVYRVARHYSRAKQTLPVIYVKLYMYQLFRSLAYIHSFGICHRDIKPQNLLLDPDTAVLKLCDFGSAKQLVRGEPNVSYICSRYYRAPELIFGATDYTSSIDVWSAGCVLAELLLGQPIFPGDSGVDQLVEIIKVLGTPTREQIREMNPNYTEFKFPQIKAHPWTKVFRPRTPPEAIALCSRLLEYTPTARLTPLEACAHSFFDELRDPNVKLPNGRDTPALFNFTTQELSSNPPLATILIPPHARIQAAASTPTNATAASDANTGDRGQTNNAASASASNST
#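 Test system: GST-fused GSK3beta enzyme, cell-free | Quantity: 1.6 ng GST-GSK3beta enzyme per well | Reagent: 25 µM ATP with peptide substrate | Schedule: 60 min enzyme reaction, room temperature | Signal: Luminescent ADP-Glo measurement of ADP formed | Read-out basis: Score relative to plate controls | Control set: DMSO and 20 µM GW8510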
# HSP90 inh: blocks HSP90-mediated luciferase refolding in reticulocyte lysate; Rabbit reticulocyte lysate, luciferase refolding luminescence, 3 h; inhibition, % at 5.6 µM; 0.91% of 290,000 active; AID 1789;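 active = inhibition above the screen-wide mean plus 3 SD, computed separately per campaign, cut at about 16% in these data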;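 also: 0% = DMSO wells and 100% = 60 µM geldanamycin wells; inhibitors lower the luminescence because luciferase stays unfolded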
# Dyrk1A ADPGlo: inhibitors of rat Dyrk1A kinase; inhibition, % at 12.5 µM; ADP-Glo luminescence, NFATc1 peptide; 0.43% of 310,000 active; AID 504441; in the data active = inhibition above about 50%;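 also: plate controls were vehicle with enzyme for no effect and no enzyme for full effect; many of its hits are not listed in these tables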
# Platelet DG rel: modulates dense granule release in human platelets | human platelet-rich plasma, SFLLRN dense granule ATP release, luminescence | inhibition, %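 (compounds screened at 7.5 µM in platelet-rich plasma)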 | 0.22% of 300,000 active | AID 1663;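 active = mean replicate score, as percent of positive control, at or above 50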
# HSF1 activator: increases HSF-1 driven luciferase reporter signal; NIH3T3-HGL HSF-1 luciferase reporter, MG132, 8 h; 100% = twice DMSO control signal; activation, % at 9 µM; 1.7% of 300,000 active; AID 504408;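 active = mean replicate activation of at least 50% with a set share of replicates each reaching 50%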;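 also: 0% = median of the neutral control wells and 100% = twice that signal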
# IEC-6 tox: counter-screen for KLF5 inhibitors: cytotoxicity in IEC-6 cells | inhibition, % at 5 µM | AID 1825 | IEC-6 cytotoxicity, luminescence viability | 0.78% of 290,000 active; in the data active = inhibition above about 22%;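 also: 0% = plate median of test compound wells and 100% = cytotoxic reference compound wells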
# aSyn UTR inh: MLPCN primary screen, SNCA 5' untranslated region; alpha-synuclein 5'UTR reporter, inhibitor activity; AID 1813; 0.82% of 300,000 active; inhibition, % (tested at 7.5 µM); in the data active = inhibition above about 60%;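 also: H4 neuroglioblastoma cells stably carrying SNCA 5'UTR luciferase fusion; 0% = DMSO wells and 100% = positive control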
# Active calls of the source: *; · = not tested or not shown.
entry	Molecule	GSK3 alpha inh	KLF5 inh	HSF1 inhib	GSK3beta inhib	HSP90 inh	Dyrk1A ADPGlo	Platelet DG rel	HSF1 activator	IEC-6 tox	aSyn UTR inh
1	Cc1cc(C)n(C(=O)CN(C)S(=O)(=O)c2ccc([N+](=O)[O-])cc2)n1	-3	-24	-3	3	6	7	0	16	2	-14
2	Cc1ccc2[nH]c(=O)c(CN(CCCN(C)C)C(=O)Nc3ccc(Cl)cc3)cc2c1	2	-12	-9	5	1	4	6	5	6	-6
3	Cc1ccccc1S(=O)(=O)Cc1ccc(C(=O)NC(C)c2ccccc2)o1 (stereo not drawn)	-1	-14	8	0	-1	4	6	11	-6	-16
4	O=C(NCC1CCOCC1)c1cc(COc2cccc(C(F)(F)F)c2)on1	-1	-24	5	0	-5	·	-2	29	-7	16
5	COc1ccc(CNc2ncnc3c2[nH]c2ccccc23)cc1	-1	-31	-2	0	1	·	-1	15	10	3
6	Cc1c(C(=O)O)[nH]c2c1C(=O)CC(c1ccc(Cl)cc1)C2 (stereo not drawn)	-3	-12	-1	3	1	6	-3	-3	-2	-1
7	O=c1cc(Cl)c(-c2ccccc2)nn1Cc1ccc(Cl)cc1	-1	-21	3	2	5	-1	-3	16	-5	23
8	Cc1cccc(/C(N)=N/OC(=O)c2ccncc2)c1	0	-135	24	-4	0	-4	1	50	3	-41
9	O=C(NCC(=O)N(c1cnc2ccccc2c1)C(C(=O)NC1CCCC1)c1ccncc1)c1ccco1 (stereo not drawn)	1	15	5	2	5	-8	12	2	3	14
10	Cc1[nH]c(C)c(S(=O)(=O)N2CCN(c3ccccc3F)CC2)c1C(=O)N1CCCCC1	0	12	-3	1	-5	-2	-2	-3	-1	37
11	COc1cccc(C(=O)NC2CC3CCC(C2)N3Cc2ccccc2)c1 (stereo not drawn)	0	-18	1	-1	0	8	-3	2	5	17
12	CCCCN(CC)Cc1ccc(CNC(=S)Nc2cccc(F)c2)o1	0	-8	-1	0	1	-4	-6	-12	4	-14
13	CNc1c(NS(=O)(=O)c2ccc(OC)c(Cl)c2)c(=O)oc2ccccc12	-1	-4	-7	-5	-4	-2	-23	-4	-3	20
14	CCOC(=O)CCCNC(=O)c1cncc(Br)c1	0	-31	-1	1	2	2	-3	21	3	6
15	O=C(Cn1nc(C(=O)O)c2ccccc2c1=O)Nc1cc(Cl)cc(Cl)c1	1	-7	3	·	-3	6	4	5	-2	11
16	O=C(CNC(=O)c1ccccc1F)Nc1ccccc1C(F)(F)F	-27	3	-5	2	-1	-1	5	-4	-4	12
17	COc1cc(C(=O)Nc2ccncc2)cc(OC)c1OC	-2	11	-4	0	4	3	0	-5	10	-9
18	COc1cccc(NC(=O)N2CCCCCC2)c1	-2	-46	4	0	-4	-5	4	19	-1	-88
19	O=c1[nH]c(CSc2nnc(-c3ccccc3)n2-c2ccccc2)nc2ccccc12	-3	-34	7	1	-2	-5	-3	25	3	3
20	CC(C)(C)c1ccc(OCc2ccc(C(=O)N/N=C/c3ccc([N+](=O)[O-])cc3)o2)cc1	-2	-53	12	-4	11	-4	15	19	1	-138

# Following part
entry	Molecule	GSK3 alpha inh	KLF5 inh	HSF1 inhib	GSK3beta inhib	HSP90 inh	Dyrk1A ADPGlo	Platelet DG rel	HSF1 activator	IEC-6 tox	aSyn UTR inh
21	CCCC(C(=O)Nc1ccc(S(=O)(=O)Nc2ncccn2)cc1)c1ccccc1 (stereo not drawn)	-1	-10	-5	1	-2	-12	4	12	-1	-36
22	CCn1c(SCC(=O)Nc2nc(C)cs2)nnc1-c1ccco1	-4	3	7	-1	-1	1	1	27	-1	4
23	Cc1nn(Cc2c(F)c(F)c(F)c(F)c2F)c(C)c1NC(=O)c1ccnn1C	-1	-10	0	1	0	-7	-4	-5	-2	-20
24	CCOc1ccc(-c2c[n+]3c(n2-c2ccccc2)CCCCC3)cc1	4	-45	8	-1	0	-5	4	0	25*	19
25	Cc1cc(NC(=O)CSc2nc(-c3ccco3)cc(C(F)(F)F)n2)no1	-2	39	-10	-1	-2	1	-3	-24	46*	69*
26	O=C(c1cccnc1)N1CCC(Oc2ccc(C(=O)N3CCCCO3)cc2)CC1	-7	-17	-15	1	2	-4	1	-32	3	-8
27	Cn1c(SCC(=O)c2ccc(F)cc2)nc2cccnc21	0	-40	8	-1	3	1	-4	19	-1	-21
28	O=C(NCCCNC(=O)c1cnccn1)c1ccc(Cl)c(Cl)c1	1	4	-5	-1	3	0	4	-12	10	13
29	Cn1c(=O)c2c(SCC(=O)N3CCOCC3)nc(C3CC3)nc2n(C)c1=O	-4	-13	0	1	0	0	1	0	4	12
30	O=[N+]([O-])c1cccc(S(=O)(=O)N2CCC(c3nc(-c4ccncc4)no3)CC2)c1	1	13	-1	0	-2	-1	-2	-6	-1	9
31	CCn1ccnc1CNCc1cn(-c2cc(C)ccc2C)nc1-c1ccccc1	-2	-10	-4	1	5	0	-1	13	-1	-13
32	COc1ccc(-n2ncc3c(NCCN4CCOCC4)ncnc32)cc1	-3	-27	-3	1	26*	5	1	6	3	-69
33	CCOc1ccc(C(=O)N(CN2CCCC2=O)c2cccc(Cl)c2)cc1	-1	-13	4	0	2	·	2	12	-6	-2
34	CCC(C)(C)NC(=O)CN(Cc1ccco1)C(=O)CCC(=O)Nc1nccs1	6	-31	2	·	-1	4	1	-1	5	3
35	N/C(Cc1ccc([N+](=O)[O-])cc1)=N\OC(=O)c1ccc(Br)o1	-1	-12	5	2	2	0	-1	-1	3	-18
36	CCN1CCN(c2ccc(NC(=O)COc3ccc([N+](=O)[O-])cc3)cc2)CC1	1	-47	-1	-1	4	-5	2	27	3	8
37	COc1cc(/C=N/Nc2ccc(F)cc2F)cc(OC)c1OC	0	-18	4	-1	1	2	2	9	6	-11
38	CC1N=C2c3ccccc3N=C(SCc3cc(=O)n4cc(Cl)ccc4n3)N2C1=O (stereo not drawn)	1	-10	6	-3	0	-3	2	22	-3	-12
39	Cc1nc(=O)c(-c2ccccc2)c(C)n1CCCCCC(=O)O	-1	-35	-5	-4	3	-2	-1	-3	-3	-2
40	CCc1ccc(C2=NN(CCC(=O)NCC3CCCO3)C(=O)CC2)cc1 (stereo not drawn)	-1	-69	5	4	-2	0	-7	11	-2	-13

# Following part:
entry	Molecule	GSK3 alpha inh	KLF5 inh	HSF1 inhib	GSK3beta inhib	HSP90 inh	Dyrk1A ADPGlo	Platelet DG rel	HSF1 activator	IEC-6 tox	aSyn UTR inh
41	C=CCOC(=O)C1=C[C@H](c2csc3ccccc23)[C@@H](CCCO)[C@H](OCC)O1	-2	-12	6	1	-1	7	3	-3	-2	25
42	O=C(Cc1csc(N2CCOCC2)n1)N/N=C/c1ccc(Cl)cc1Cl	0	-18	3	2	4	6	11	49	2	19
43	CN1CCN(C(=O)c2cc(Cl)ccc2Cl)CC1	-1	3	2	0	-1	1	1	4	-3	3
44	COc1ccc(-n2nc([N+](=O)[O-])c(=NCc3ccco3)n2O)cc1	-1	-76	14	0	2	5	-4	9	5	-83
45	COc1cccc(CNC(=O)CSc2nnc3c(n2)[nH]c2ccccc23)c1	0	-16	6	0	2	0	1	0	1	-9
46	CC(=O)n1nc(-c2ccco2)nc1N	2	-5	-1	-1	0	8	-2	3	0	3
47	CC1CCN(C(=O)c2ccc(CSc3nc4ccncc4n3Cc3ccc(F)cc3)cc2)CC1	-2	-8	13	0	4	6	-9	2	1	-6
48	COc1ccc(CCNC(=O)NCCc2c[nH]c3ccccc23)cc1OC	0	-6	-5	-2	-1	·	1	-24	1	2
49	O=C(Nc1cccc(-n2cnnn2)c1)c1cccc(Cl)c1	-1	1	-3	3	-2	-3	0	-3	-5	1
50	COc1ccc(/C=C(\NC(=O)c2ccccc2)C(=O)NCc2cccnc2)cc1	1	-3	6	-4	-2	1	-25	16	-3	12
51	O=S(=O)(c1ccccc1)N(CC1CO1)c1cc(Cl)ccc1Cl (stereo not drawn)	-1	2	-2	-2	3	4	2	9	5	-7
52	O=C(CC1SC(=Nc2ccc(OC(F)F)cc2)N(CCN2CCOCC2)C1=O)Nc1ccccc1 (stereo not drawn)	0	-12	7	1	0	-5	-5	12	4	-16
53	Cc1cccc(NC(=O)CS(=O)(=O)c2c[nH]c3ccccc23)c1C	1	-22	10	-2	0	4	1	13	-1	12
54	C[C@H](N)c1nnc(SCc2c(Cl)cccc2Cl)o1	0	-15	-1	0	4	1	1	-6	2	5
55	COCCNC(=O)C(OC(=O)c1ccco1)c1ccccc1OC (stereo not drawn)	0	-6	0	0	1	-8	-3	16	5	1
56	CC1=C(CC(=O)c2ccc(Cl)cc2)C(=O)c2ccccc2C1=O	-2	-8	-33	-1	16	5	2	-45	19	-70
57	CCCC(c1nnnn1C(C)(C)C)N1CCN(c2ccccc2)CC1 (stereo not drawn)	0	-1	-2	-1	0	4	3	7	-4	-26
58	CCN(CC)S(=O)(=O)c1ccc(N2CCOCC2)c(NS(=O)(=O)c2ccc(C)cc2)c1	-1	-25	-8	0	-2	4	0	-7	-4	-9
59	CC12CCC(C(=O)NCCN3CCCCC3)(CC1=O)C2(C)C (stereo not drawn)	-3	-10	1	0	2	·	-3	7	-2	13
60	Cc1ccc(NC(=O)CCC(=O)OCC(F)(F)C(F)F)cc1	4	-1	-3	1	-2	-4	-1	-9	-3	-20

# Continuation.
entry	Molecule	GSK3 alpha inh	KLF5 inh	HSF1 inhib	GSK3beta inhib	HSP90 inh	Dyrk1A ADPGlo	Platelet DG rel	HSF1 activator	IEC-6 tox	aSyn UTR inh
61	Cc1ccc(C)c(Cn2nnc3c(=O)[nH]c(C4CCCN(S(=O)(=O)Cc5ccccc5)C4)nc32)c1 (stereo not drawn)	0	-22	4	-2	-1	-8	0	21	7	24
62	COc1ccccc1C(=O)Nc1ccccc1SC	-1	-12	3	-1	4	15	4	16	6	-23
63	O=C(NNc1ccccc1[N+](=O)[O-])NC1CCCCC1	-1	3	3	4	-1	-6	4	4	-1	0
64	CC(=O)N1CCc2cc(Br)cc(S(=O)(=O)NCCCN(C)Cc3ccccc3)c21	1	-18	-2	0	-8	-2	3	-2	-4	19
65	Cc1ccc(C(=O)CC2(O)C(=O)N(Cc3ccc4c(c3)OCO4)c3ccccc32)cc1 (stereo not drawn)	-3	-14	5	0	1	0	-8	13	-7	5
66	O=P1(c2ccccc2)C=Cn2c1cc1c2CCCC1 (stereo not drawn)	0	13	-8	7	-1	-8	1	-10	-4	12
67	COc1ccc2c(c1)C=C(CN1CCN(Cc3ccccc3C)C(CCO)C1)CO2 (stereo not drawn)	-2	-15	-2	2	4	18	·	-2	-2	1
68	Cc1ccc2c(Cl)cc(Cl)c(OCC(=O)NC(C)(C)C)c2n1	-1	-21	7	1	2	7	0	-7	1	5
69	COc1ccc(S(=O)(=O)n2cccc2)cc1OC	-4	-13	-2	1	1	3	1	-4	-1	35
70	COc1cc(-c2nc(CN(C)C(C)c3ccncn3)c(C)o2)ccc1F (stereo not drawn)	2	-25	-1	0	1	2	-9	9	-3	-12
71	Cc1ccc(S(=O)(=O)N2CCC(C(=O)OCC(=O)NCc3ccco3)CC2)cc1C	-3	·	3	3	·	·	-5	-17	·	6
72	CC(C)NC(=O)COc1ccc(S(=O)(=O)N(C)Cc2ccccc2)cc1	-2	-26	5	-1	4	2	10	17	-7	5
73	CC(C)c1nc2oc3c(N(C)CCO)ncnc3c2c2c1CCC2	0	-16	-2	2	-1	6	-1	-3	2	11

# Only part of the results is shown, so the mix of outcomes need not match the whole.
